Screening results (PubChem)
BLM helicase inh – blocks DNA unwinding by human BLM helicase; Potency, µM (highest dose often 56.1 µM), without a hit: at the highest dose activity change, negative = inhibition, most hits filed as inhibitors; recombinant BLM DNA unwinding, fluorescence dequenching; actives 0.2% (n = 350,000); AID 2528;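 further: potency means the concentration at half of the fitted maximal effect; plate controls were vehicle for no effect and no enzyme for full effect; nearly all actives have a fitted effect of over 35% in size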
APE1 inh – blocks human APE1 abasic DNA cleavage. P27695. Potency, µM (doses to about 65.8 µM), inactives show at the top dose activity change, negative = inhibition, most hits filed as inhibitors. recombinant APE1, TAMRA/BHQ-2 abasic DNA cleavage fluorescence. actives 0.35% (n = 350,000). AID 2517;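 further: potency means the concentration at half of the fitted maximal effect; plate controls were vehicle for no effect and reference inhibitor for full effect; nearly all actives have a fitted effect of over 55% in size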
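Measures dequenching upon AP-site incision of a 5'-TAMRA/3'-BHQ-2 THF-containing duplex, 50 nM; human APE1 0.75 nM after 15 min room-temperature exposure to compound; kinetic three-point read at one-minute spacing.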
POLI inh – blocks human DNA polymerase iota activity. Q9UNA4. Pol iota fluorescent replication assay, 10 min. Potency, µM (doses to about 115 µM), for the others: at the top dose activity, negative = inhibition, most hits filed as inhibitors. actives 1% (n = 390,000). AID 588590; further: potency means the concentration at half of the fitted maximal effect
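Pol iota at 10 nM preincubated 15 min with compounds at room temperature; reaction started with fluorescent substrate, 50 nM final. Fluorescence read kinetically at 0 and 10 min; buffer-only wells as negative control.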
Pol beta inh – blocks human DNA polymerase beta activity; P06746; Pol beta primer extension/strand displacement, fluorescence kinetic; Potency, µM (doses to about 114 µM), for inactives: at the top dose activity change, negative = inhibition, actives largely listed as inhibitors; actives 1.3% (n = 340,000); further: potency means the concentration at half of the fitted maximal effect; on the % scale 0 is the no-effect control and ±100 the full control effect
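Enzyme-only controls used 10 nM Pol beta; buffer lacking enzyme served as negative control. Compound preincubated 15 min, then 50 nM substrate added; 0 and 10 min reads at room temperature.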
Pol eta inh – DNA polymerase eta (human) inhibition; Q9Y253; recombinant Pol eta, fluorescent DNA replication assay; Potency, µM (top dose mostly 114 µM), for inactives: top-dose activity change, negative = inhibition, hits mostly inhibitors; actives 1.2% (n = 390,000); further: potency means the concentration at half of the fitted maximal effect; on the % scale 0 is the no-effect control and ±100 the full control effect
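Fluorescent replication assay: 50 nM final substrate added after a 15 min room-temperature compound preincubation with 10 nM enzyme. Signal taken at 0 min and again at 10 min.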
Apoferritin bind – candidate novel general anesthetic via apoferritin binding; P02791; apoferritin/1-aminoanthracene competitive binding, fluorescence; Potency, µM (highest dose often 77.5 µM), without a hit: at the top dose activity change, negative = displacement, most hits filed as inhibitors; actives 0.074% (n = 350,000); AID 485281; further: potency means the concentration at half of the fitted maximal effect; on the % scale 0 is the no-effect control and ±100 the full control effect; nearly all actives have a fitted effect of over 20% in size
Target sequence (P02791 2-175 limits assumed): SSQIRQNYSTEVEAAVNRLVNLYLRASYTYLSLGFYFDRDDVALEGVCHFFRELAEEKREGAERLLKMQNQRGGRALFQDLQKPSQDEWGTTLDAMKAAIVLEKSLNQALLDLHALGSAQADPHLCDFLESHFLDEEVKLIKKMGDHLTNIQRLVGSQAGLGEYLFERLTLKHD
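Read-out: endpoint 1-AMA fluorescence, excitation 380 nm and emission 535 nm, after compounds sit 10 min at room temperature with 10 uM horse-spleen apoferritin in 50% saturated 1-AMA/PBS. Values come from four-parameter Hill fits.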
RXFP1 antagonist – antagonists of human relaxin receptor RXFP1; HEK293-RXFP1, relaxin-stimulated cAMP HTRF, 30 min; active compounds read low; activity change, negative = inhibition, % at 57.5 µM; actives 0.59% (n = 350,000);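 active means activity change of -60% or lower, but not beyond a set lower limit; inconclusive means change between -60% and -40%, or beyond the set limit; inactive means change above -40%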; further: on the % scale 0 is the no-effect control and ±100 the full control effect
PGK inhibitor – inhibitors of T. brucei phosphoglycerate kinase; P07378; PGK/GAPDH coupled, Kinase-Glo luminescence, 60 min; Potency, µM (top dose mostly 57.5 µM), for inactives: at the highest dose activity change, negative = inhibition, usual class: inhibitors; actives 0.043% (n = 380,000); AID 602233; further: potency means the concentration at half of the fitted maximal effect; on the % scale 0 is the no-effect control and ±100 the full control effect; nearly all actives have a fitted effect of over 60% in size
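Recombinant glycosomal PGK reaction used 1,3-bisphosphoglycerate generated in-well by GAPDH (100nM final) in 100mM TEA pH 7.6, 5mM MgCl2, 0.01% Tween-20. After 60 minutes at room temperature, ATP was read by Kinase-Glo Plus luminescence end-point.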
POLK inh – inhibitors of human DNA polymerase kappa; Q9UBT6; purified Pol kappa, fluorescent DNA synthesis assay, 10 min; Potency, µM (titrated, usually from 107 µM), for inactives: top-dose activity, negative = inhibition, actives largely listed as inhibitors; actives 0.53% (n = 400,000); AID 588579; further: potency means the concentration at half of the fitted maximal effect; on the % scale 0 is the no-effect control and ±100 the full control effect
Target sequence (Q9UBT6 whole entry, looked up): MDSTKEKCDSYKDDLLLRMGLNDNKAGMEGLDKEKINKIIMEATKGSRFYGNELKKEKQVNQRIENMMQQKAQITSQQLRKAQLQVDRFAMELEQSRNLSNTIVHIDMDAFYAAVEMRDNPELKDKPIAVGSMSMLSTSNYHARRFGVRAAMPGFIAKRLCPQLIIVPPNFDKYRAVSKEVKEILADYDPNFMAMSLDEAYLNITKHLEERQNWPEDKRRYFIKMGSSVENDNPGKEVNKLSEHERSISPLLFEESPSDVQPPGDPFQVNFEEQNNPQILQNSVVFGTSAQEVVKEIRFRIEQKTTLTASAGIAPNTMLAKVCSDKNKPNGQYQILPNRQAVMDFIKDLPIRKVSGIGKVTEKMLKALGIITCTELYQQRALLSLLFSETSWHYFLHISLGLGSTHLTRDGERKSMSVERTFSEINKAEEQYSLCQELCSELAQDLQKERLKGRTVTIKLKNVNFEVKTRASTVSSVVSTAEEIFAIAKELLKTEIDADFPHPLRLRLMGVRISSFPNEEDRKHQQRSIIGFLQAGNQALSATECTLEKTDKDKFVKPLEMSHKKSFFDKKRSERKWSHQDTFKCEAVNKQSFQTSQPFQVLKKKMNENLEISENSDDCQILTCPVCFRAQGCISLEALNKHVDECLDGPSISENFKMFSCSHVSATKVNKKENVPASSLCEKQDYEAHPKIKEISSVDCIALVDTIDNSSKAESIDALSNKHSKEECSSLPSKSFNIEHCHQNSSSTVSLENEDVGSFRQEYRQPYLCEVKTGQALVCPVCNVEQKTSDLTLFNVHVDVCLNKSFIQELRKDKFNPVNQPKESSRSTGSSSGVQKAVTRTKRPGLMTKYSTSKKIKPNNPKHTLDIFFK
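Kinetic fluorescence readout at 0 and 10 min followed reaction start with substrate at 50 nM final. Beforehand, enzyme (10 nM Pol kappa) stood 15 min with compound at room temperature; buffer-only wells were negative controls.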
* marks the source's active call; other numbers are inactive results; i = inactive; ? = inconclusive; . = not tested or not shown; & = joins results of further samples; [ ] = another dose, or the depositor's remark. Unless noted, the call rests on the fitted dose curve; in most records, active means well fitted curve in the direction sought with a large enough effect; inconclusive means small, poorly fitted or top-dose-only effect, or another doubt; inactive means no such curve, though single readings can be large; an effect the other way counts as inactive or inconclusive.

Start of the data: the first four compounds, to show the layout:
item	structure	Pol eta inh	POLI inh	Apoferritin bind	POLK inh	RXFP1 antagonist	BLM helicase inh	PGK inhibitor	APE1 inh	Pol beta inh
1	COc1cc(NC(=O)CN2CCCCCC2)cc(OC)c1	-10%	139%[activator]	-5%	-3%	-7	-2%	i	-9%	15%
2	Cc1cc(C)c(C)c(OCC(O)CN2CCN(c3ccccn3)CC2)c1 (stereo not given)	-15%	16%	-3%	0%	-17	-3%	i	-12%	17%
3	Cc1ccc(C(=O)CSc2nc3ccccc3c(=O)[nH]2)cc1	-8%	19%	-15%	-9%	-10	-6%	-6%	-6%	47%
4	CC(C)(C)C(=O)NC(=S)Nc1sc2c(c1C(N)=O)CCC2	-15%	?	-15%	-3%	-18	-10%	i	15%	1%

The listing, previewed entries included:
item	structure	Pol eta inh	POLI inh	Apoferritin bind	POLK inh	RXFP1 antagonist	BLM helicase inh	PGK inhibitor	APE1 inh	Pol beta inh
1	COc1cc(NC(=O)CN2CCCCCC2)cc(OC)c1	-10%	139%[activator]	-5%	-3%	-7	-2%	i	-9%	15%
2	Cc1cc(C)c(C)c(OCC(O)CN2CCN(c3ccccn3)CC2)c1 (stereo not given)	-15%	16%	-3%	0%	-17	-3%	i	-12%	17%
3	Cc1ccc(C(=O)CSc2nc3ccccc3c(=O)[nH]2)cc1	-8%	19%	-15%	-9%	-10	-6%	-6%	-6%	47%
4	CC(C)(C)C(=O)NC(=S)Nc1sc2c(c1C(N)=O)CCC2	-15%	?	-15%	-3%	-18	-10%	i	15%	1%
5	O=C(CN1CCC(NC(=O)c2ccccc2F)CC1)NCc1ccc(F)cc1	1%	15%	-13%	-7%	-1	-3%	2%	2%	-13%
6	O=C(CCNS(=O)(=O)c1ccc2ccccc2c1)NCCOc1ccccc1	-14%	23%	.	-3%	-16	.	-9%	29%	.
7	O=C(O)CCCCCCNS(=O)(=O)c1ccccc1	-14%	-13%	-2%	-15%	7	0%	-4%	-7%	-3%
8	O=C(N/N=C/c1ccc[nH]1)c1ccccc1O	8%	22%	-10%	-3%	-20	-4%	0%	18%	-13%
9	Cc1ccc(C(=O)NC2CCN(C(=O)NCc3ccccc3)CC2)cc1	-13%	169%[activator]	-2%	-6%	5	-2%	-3%	23%	?
10	COC(=O)[C@H]1C[C@H]2[C@@H]3CC[C@H]4C[C@@H](OC)CC[C@]4(C)[C@H]3CC[C@]2(C)[C@@]2(CCCO2)O1	-2%	-27%	.	-7%	.	.	-2%	2%	.
11	CN(CC(=O)Nc1ccccc1Cl)C(=O)c1cc(-c2cccs2)nn1-c1ccccc1	-11%	3%	.	-3%	-10	.	i	-10%	.
12	CSCCC1Nc2ccc(S(=O)(=O)N3CCOCC3)cc2NC1=O (stereo not given)	-21%	55%[activator]	-15%	-3%	-5	-2%	i	-6%	-3%
13	O=C(COC(=O)COc1cccc(C(F)(F)F)c1)NC1CCCC1	-1%	35%[activator]	.	-11%	-4	.	-1%	-11%	.
14	O=c1c(O)c(-c2ccc3c(c2)OCO3)oc2ccccc12	-9%	4%	-1%	-2%	-5	-8%	5%	-3%	33%
15	COc1cc(C(=O)OCC(=O)Nc2cc(-c3cc(C)c(C)cc3C)nn2-c2ccccc2)cc(OC)c1OC	-11%	31%[activator]	-3%	7%	13	4%	i	-1%	-2%
16	Nc1c(C(=O)NC2CCCC2)c2nc3ccccc3nc2n1N	-5%	2%	-9%	-6%	-14	-10%	-2%	-3%	1%
17	COc1ccc(CNC(=O)CCCN2C(=O)COc3ccc(C)cc32)cc1	-13%	42%	29%	8%	-5	-1%	-4%	.	22%
18	O=C(Nc1nc2c(s1)CN(Cc1ccccc1)CC2)C1CCC1	-20%	136%[activator]	-7%	-3%	-11	0%	i	2%	8%
19	CCOC(=O)c1cn2nc(-c3ccc(OCC)cc3)cc2nc1C1CCN(C(=O)OC(C)(C)C)CC1	-16%	27%	-14%	-1%	2	0%	6%	1%	9%
20	Cc1c(OC(C)C(=O)NCc2ccccn2)ccc2c3c(c(=O)oc12)CCCC3 (stereo not given)	1%	5%	?	-4%	-9	-5%	i	21%	-25%
21	CSC1=NCCN1C(=O)Cc1ccc(F)cc1	-15%	5%	0%	12%	.	-3%	-9%	-1%	27%
22	O=C(OCc1nnc(-c2ccccc2)o1)C1CC(=O)N(c2ccccc2)C1 (stereo not given)	-13%	-1%	-10%	9%	-6	-5%	-3%	-6%	56%
23	CC(C)c1ccc2[nH]c3c(c2c1)[C@@H]1CCN2C(=O)CCC[C@H](C3)[C@H]12	-25%	14%	-23%	2%	.	-1%	-1%	-4%	40%
24	O=C(CCn1c(=O)oc2cc(Cl)ccc21)Nc1ccc(N2CCOCC2)cc1	-15%	100%[activator]	-6%	1%	-16	-2%	-1%	-2%	33%
25	CC(=O)N1c2c(cc(Br)cc2S(=O)(=O)N2CCOCC2)CC1C (stereo not given)	12%	3%	7%	-2%	-4	-2%	0%	13%	17%
26	CCC(C)N(C(=O)COC(=O)c1[nH]c(C)c(C(C)=O)c1C)C1CCS(=O)(=O)C1 (stereo not given)	-20%	-9%	-5%	-5%	2	-3%	0%	11%	33%
27	O=C(CN1C(=O)COc2ccc(S(=O)(=O)N3CCCC3)cc21)N1CCCC1	-22%	24%	28%	-16%	4	-2%	-5%	0%	1%
28	COc1cccc(-c2ccc(-c3noc(-c4cccs4)n3)c(OC)n2)c1	?	-8%	-8%	-16%	-6	0%	-7%	1%	14%
29	COC(=O)Cn1nc(-c2ccccc2)c2cc(Cl)ccc21	-18%	-1%	-17%	-12%	7	-10%	13%	-5%	-10%
30	CCOc1ncccc1C(=O)OCC(=O)c1ccc[nH]1	0%	21%	3%	-6%	-10	0%	-4%	1%	-1%

Continuation.
item	structure	Pol eta inh	POLI inh	Apoferritin bind	POLK inh	RXFP1 antagonist	BLM helicase inh	PGK inhibitor	APE1 inh	Pol beta inh
31	CCN(C(=O)CSc1nc(-c2ccccc2)no1)c1cccc(C)c1	?	-11%	1%	-8%	-35	-6%	-7%	.	?
32	O=C(NC1=NCCS1)C1CC2CCC1C2 (stereo not given)	-9%	17%	?	-3%	-2	-1%	-5%	5%	8%
33	O=C(c1cccc(Cl)c1)N1CCC(c2nc3ccccc3o2)CC1	-24%	42%[activator]	-13%	-10%	-31	-2%	-7%	.	-26%
34	O=C1CCCC(=O)C1C(=O)C1CCN(S(=O)(=O)c2ccccc2)CC1	-27%	-14%	1%	?	-26	-1%	4%	-5%	-14%
35	CCCS(=O)(=O)N1CCCC(C(=O)c2ccccc2OC)C1 (stereo not given)	-8%	3%	?	-7%	0	8%	4%	8%	2%
36	Cc1cc(-c2ccccc2)nc2cc(C(=O)Nc3cc(C(F)(F)F)ccc3Cl)nn12	?	-21%	-11%	1%	1	-12%	-15%	.	?
37	O=C(COc1ccc(Nc2ccccc2)cc1)Nc1ccncc1	0%	19%	.	4%	19	.	-6%	-10%	.
38	N#Cc1ccc(-c2ccc(Cl)cc2)nc1Oc1ccc(F)cc1	-7%	-2%	-10%	-1%	-4	-5%	i	-3%	24%
39	COc1ccc2oc(C(=O)OCC(=O)N3CCCCC3C)c(C)c2c1 (stereo not given)	-9%	9%	.	-6%	-3	.	-1%	3%	.
40	C[n+]1ccc(/C=C/c2c[nH]c3ccc(F)cc23)cc1	-31%	-14%	126%[activator]	-6%	-2	43%[activator]	-10%	-28%	18%
41	CCCN(CCC)CCCNC(=O)CS(=O)Cc1nc(-c2ccc(OC)c(OC)c2)oc1C (stereo not given)	-11%	4%	-9%	-7%	-10	-10%	i	1%	38%
42	COc1ccc(N2CCN(C(CNC(=O)C(=O)NCCCn3ccnc3)c3ccco3)CC2)cc1 (stereo not given)	-9%	-6%	-7%	-26%	19	-7%	i	-4%	3%
43	N=c1c(C(=O)NCc2ccco2)cc2c(=O)n3ccccc3nc2n1Cc1ccc(Cl)cc1	-19%	?	60%[activator]	-17%	21	4%	-8%	2%	?
44	O=c1[nH]nc(-c2ccc([N+](=O)[O-])o2)c(=O)[nH]1	-17%	28%	.	-19%	-4	.	-5%	.	.
45	CCN(CC)CCNC(=O)Cn1cnc2sc(C)c(S(=O)(=O)N3CCN(c4ncccn4)CC3)c2c1=O	-1%	-6%	-8%	-7%	-7	2%	3%	1%	13%
46	CCOC(=O)CN1C(=O)C2(OCCCO2)c2ccccc21	-14%	29%	-3%	-4%	32	-9%	2%	-1%	-6%
47	CCCCCCCCCCCCCCCC(=O)OC(CC(=O)O)C[N+](C)(C)C (stereo not given)	-19%	15%	.	-5%[60.1 µM]	.	.	-8%	10%&-4%&-10%	-2%[57.1 µM]
48	CCN(CCCNC(=O)c1nn(-c2ccc(OC)c(Cl)c2)c(=O)c2c1c1ccccc1n2C)c1ccccc1	1%	-1%	7%	3%	1	-1%	-1%	.	53%
49	CN(C)S(=O)(=O)c1cccc(-c2nnc(SCc3cc(Cl)cc4c3OCOC4)n2N)c1	-4%	1%	?	-10%	-17	-1%	-2%	0%	18%
50	CCCn1nnc(NC(=S)NC(=O)Cc2ccccc2)n1	-27%	-15%	-19%	3%	8	-1%	-3%	0%	-4%
51	CN1C(=O)/C(=C/c2cc(C(C)(C)C)c(O)c(C(C)(C)C)c2)NC1=S	-11%	-19%	-16%	-7%	-7	-8%	-3%	-3%	-11%
52	CC(C)(C)c1ccc(S(=O)(=O)NCc2nc3cccnc3n2Cc2ccccc2Cl)cc1	-17%	9%	1%	-6%[60.1 µM]	-13	-10%	12%	.	13%
53	Cc1ccc(N(CCCCN2C(=O)c3ccccc3C2=O)C(=O)c2ccc(Cl)s2)cc1	-1%	2%	-4%	-9%	-8	0%	17%	2%	0%
54	CCC(CC)C(=O)c1c[nH]c(C(=O)NN)c1	1%	-7%	-17%	-6%	2	-4%	-3%	-1%	0%
55	O=C(O)C(O)[C@@](O)(Cc1ccc(O)cc1)C(=O)O (stereo not given in full)	.	.	1%	-7%[60.1 µM]	.	-10%	.	10%	.

Not all compounds are listed, so the mix of outcomes need not match the whole.
